High-throughput results deposited in PubChem by several laboratories.
STK33 kinase inh = inhibitors of human STK33 kinase. Q9BYT3. purified STK33, MBP phosphorylation, ADP-Glo luminescence. inhibition, % at 10 µM. 0.073% of 320,000 active. AID 2661;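 active means inhibition at or above 25%, using the most active replicate where run in duplicate; inactive means inhibition below 25%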
Target sequence (Q9BYT3 whole entry, looked up): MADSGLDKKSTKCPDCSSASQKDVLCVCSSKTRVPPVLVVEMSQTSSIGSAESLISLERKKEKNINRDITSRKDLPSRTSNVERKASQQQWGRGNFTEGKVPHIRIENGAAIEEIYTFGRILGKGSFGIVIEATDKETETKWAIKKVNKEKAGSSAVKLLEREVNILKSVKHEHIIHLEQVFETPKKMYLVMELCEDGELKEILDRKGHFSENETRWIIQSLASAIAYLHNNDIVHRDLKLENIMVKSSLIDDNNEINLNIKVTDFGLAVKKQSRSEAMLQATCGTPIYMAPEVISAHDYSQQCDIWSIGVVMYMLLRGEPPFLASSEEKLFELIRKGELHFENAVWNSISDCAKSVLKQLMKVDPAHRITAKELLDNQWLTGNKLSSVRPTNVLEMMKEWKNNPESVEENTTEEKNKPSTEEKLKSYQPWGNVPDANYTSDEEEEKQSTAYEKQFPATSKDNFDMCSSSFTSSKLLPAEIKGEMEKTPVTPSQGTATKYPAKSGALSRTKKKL
OX1R antag-1 = blocks the human orexin 1 receptor. O43613. CHO/OX1R cells, Fluo-8 calcium fluorescence, orexin A. inhibition, % at 5 µM. 0.43% of 330,000 active. AID 434989;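 active means inhibition above its plate's threshold, mean inhibition of all tested compounds on the plate plus 3 SD, cut at about 37% in these data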;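 further: 0% = orexin A challenge wells and 100% = SB-334867-A antagonist wells; not every result past the cut was called active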
Target sequence (O43613 whole entry, looked up): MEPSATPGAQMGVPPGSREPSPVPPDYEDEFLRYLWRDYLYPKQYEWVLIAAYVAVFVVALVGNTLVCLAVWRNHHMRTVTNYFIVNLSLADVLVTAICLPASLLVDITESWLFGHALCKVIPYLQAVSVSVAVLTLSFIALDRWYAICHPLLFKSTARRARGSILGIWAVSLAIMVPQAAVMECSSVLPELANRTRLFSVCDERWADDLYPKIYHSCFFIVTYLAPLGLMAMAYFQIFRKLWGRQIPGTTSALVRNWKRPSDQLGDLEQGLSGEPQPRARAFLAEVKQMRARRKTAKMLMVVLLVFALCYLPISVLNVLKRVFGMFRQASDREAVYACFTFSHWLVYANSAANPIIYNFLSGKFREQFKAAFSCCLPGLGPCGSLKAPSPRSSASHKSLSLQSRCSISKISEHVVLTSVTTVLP
OX1R antag-2 = OX1R (human) antagonism; O43613; OX1R-expressing cells, FRET antagonist read-out; inhibition, % at 6.6 µM; 1.8% of 330,000 active; AID 485270; in the data active means inhibition mostly above about 38%, no sharp cut-off; inactive means mostly below about 40%;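 further: 0% = agonist challenge alone and 100% = reference antagonist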
Active calls of the source: *; nt = no result given; & = joins results of further samples.

SMILES	STK33 kinase inh	OX1R antag-1	OX1R antag-2
O=C1CCCc2c1nc(-c1ccc([N+](=O)[O-])cc1)n2O	-0.6	-14	48*
C=CCn1c(COc2ccccc2)nc2ccccc21	1.1	-25	27
COc1cc2c(cc1OC)-c1cc(OCc3ccccc3Cl)nc(=O)n1CC2	-1.5	-22	11
O=C(COC(=O)c1ccc(O)cc1)NCCc1c[nH]c2ccccc12	3.5	18	10
COc1ccc(OCc2nnc(SCC(=O)c3ccccc3)o2)cc1	0.2	-23	17
CC(C)(C)NC(=O)c1cccc(NC(=O)Cc2ccc(Br)cc2)c1	0.2	-20	16
O=S(=O)(CCN1CCSCC1)c1ccc(Cl)cc1	-0.5	-20	2
O=C(NC1CCCC1)c1n[nH]c2ccccc12	2.4	-8	-1
CC(C)(ONC(=O)Nc1ccccc1Cl)C(=O)O	-1.1	-8	-4
Cc1cccc(C)c1NC(=O)C(NC=O)c1ccccc1 (configuration not stated)	-1.7	-19	6
CCCNC(=O)C1CN(C(=O)c2nn(Cc3ccccc3)c(=O)c3ccccc23)c2ccccc2O1 (configuration not stated)	0.7	-23	14
COc1ccc([N+](=O)[O-])cc1NC(=S)NC(NC(C)=O)C(Cl)(Cl)Cl (configuration not stated)	nt	-2	15
COc1ccc2[nH]c(=O)c(CN(C(=O)NC3CCCCC3)C3CCCC3)cc2c1	-1.0	-21	6
COc1ccc(NC(=O)c2ccc3ccccc3n2)cc1S(=O)(=O)N1CCCCC1	-0.8	-28	23
c1ccc(CCn2c(SCc3ccccc3)nnc2-c2ccncc2)cc1	0.0	-33	101*

Profiles as entered above. Values in the order: STK33 kinase inh | OX1R antag-1 | OX1R antag-2
O=S(=O)(CCN1CCSCC1)c1ccc(Cl)cc1 is listed as -0.5 | -20 | 2
CC(C)(C)NC(=O)c1cccc(NC(=O)Cc2ccc(Br)cc2)c1 is listed as 0.2 | -20 | 16
CC(C)(ONC(=O)Nc1ccccc1Cl)C(=O)O is listed as -1.1 | -8 | -4
O=C(COC(=O)c1ccc(O)cc1)NCCc1c[nH]c2ccccc12 is listed as 3.5 | 18 | 10

Back to the main list with the 4 entries that preceded the break.
SMILES	STK33 kinase inh	OX1R antag-1	OX1R antag-2
COc1ccc([N+](=O)[O-])cc1NC(=S)NC(NC(C)=O)C(Cl)(Cl)Cl (configuration not stated)	nt	-2	15
COc1ccc2[nH]c(=O)c(CN(C(=O)NC3CCCCC3)C3CCCC3)cc2c1	-1.0	-21	6
COc1ccc(NC(=O)c2ccc3ccccc3n2)cc1S(=O)(=O)N1CCCCC1	-0.8	-28	23
c1ccc(CCn2c(SCc3ccccc3)nnc2-c2ccncc2)cc1	0.0	-33	101*
CCN1CCN(c2ccc(NC(=O)c3cccc4ncccc34)cc2)CC1	-1.4	4	10
CCN(CC)S(=O)(=O)c1ccc(NC(=O)c2cc(=O)[nH]c3ccccc23)cc1	-3.4	-14	-3
COc1cccc(NC(=S)N2CCN(C(c3ccccc3)c3ccccc3)CC2)c1	-0.5	-21	16
O=C(NCCOc1ccc(F)cc1)C1CCC(=O)N(CCN2CCOCC2)C1 (configuration not stated)	-0.2	-5	16
CCOC(=O)N1CCN(c2cc(=O)n(Cc3ccc(F)cc3)c(=O)[nH]2)CC1	-1.6	-5	3
CSc1ccccc1NC(=O)Nc1cccc(Cl)c1Cl	2.8	-10	17
N#CC1(Cc2ccccc2)c2ccccc2C=CN1C(=O)c1ccccc1 (configuration not stated)	1.3	-5	29
O=C(CNC(=O)c1cc(=O)[nH]c2ccccc12)Nc1ccc(F)c(F)c1	-1.6	1	6
Cc1ccc2[nH]c(O)c(N=NC(N)=S)c2c1	-1.7	1	16
O=C1CC(N2CCCCC2)C(=O)N1c1ccccc1 (configuration not stated)	-1.1	-6	7
COc1cccc2c1cc1c(=O)n(CC(=O)N3CCC(C)CC3)nc(C)n12	-1.9	-13	43
C[n+]1ccccc1/C=C/c1ccc([N+](=O)[O-])cc1	-1.0	-6	36*
C/C(CCc1ccco1)=N\NC(=O)CNc1c(Br)cc(Br)cc1Br	0.3	-13	5
CCOC(=O)COc1c(OC)cc(Cl)cc1C1Nc2ccccc2C(=O)N1c1ccc(F)cc1 (configuration not stated)	-0.5	1	3
Cc1ccccc1OCc1nnc2n1CC(C)S2 (configuration not stated)	-2.3	2	8
COc1ccc(/C=N/O)cc1COc1ccc(NC(C)=O)cc1	0.7	-4	26
CCCCn1c(N)c(N(CCOC)C(=O)c2cc3ccccc3cc2OC)c(=O)[nH]c1=O	nt	9	1
CCOC(=O)N1CCc2c(sc3[nH]c(=S)[nH]c(=S)c23)C1	6.0	-12	5
O=C(CCCN1C(=O)NC2(CCCC2)C1=O)N1CCN(S(=O)(=O)c2ccccc2)CC1	0.1	-6	3
CCn1c(Cc2ccccc2)nnc1SCC(=O)Nc1ccccc1	-0.1	-9	14
C=CCN1C(=O)/C(=c2\sc3nc(=O)c(Cc4ccc(OC)c(OC)c4)nn3c2=O)c2ccccc21	-0.5	-18	3
CCc1ccc(CNCc2ccc(OCC(O)CN(C)Cc3ccccc3)cc2)nc1 (configuration not stated)	-1.2	-30	9
O=C1c2ccccc2C(=O)N1CCCc1nc2ccccc2c(=O)n1CCCn1ccnc1	-0.2	-26	21
Cc1ccc(NC(=O)c2cccc(NC3=NC4CS(=O)(=O)CC4S3)c2)cc1C (configuration not stated)	-0.7	-9	7
Cc1ccn2c(=O)nc(SCC(=O)NCc3ccccc3)nc2c1	-0.5	-13	1
Cc1ccc(F)cc1NC(=O)CN1CCN(c2ccccn2)CC1	-0.9	-31	27
O=C1CCN(CCc2ccccc2)CCN1CCSc1ccc(Br)cc1	-0.4	-25	23
O=C(Nc1ccccc1)Nc1nc(-c2ccc(F)cc2)cs1	0.2	14	21
COc1ccc(NC(=O)CS(=O)(=O)c2cn(CC(=O)N3CCCC3)c3ccccc23)c(OC)c1	-0.3	-18	17
Cc1ccc(NC(=S)N(CCN(C)C)Cc2cccs2)cc1C	0.6	-26	20

Exported with each value named: part of the list above.
COc1ccc(NC(=O)CS(=O)(=O)c2cn(CC(=O)N3CCCC3)c3ccccc23)c(OC)c1
  STK33 kinase inh: -0.3
  OX1R antag-1: -18
  OX1R antag-2: 17

CCCCn1c(N)c(N(CCOC)C(=O)c2cc3ccccc3cc2OC)c(=O)[nH]c1=O
  STK33 kinase inh: nt
  OX1R antag-1: 9
  OX1R antag-2: 1

(continued)
SMILES	STK33 kinase inh	OX1R antag-1	OX1R antag-2
COc1ccc(C(=O)C2CCCN(C(=O)COc3ccc(C(C)=O)cc3)C2)cc1F (configuration not stated)	-0.3	-38	9
Clc1ccc2nc(-c3ccccc3)cn2c1	2.2	-22	8
Cc1cccc(NS(=O)(=O)c2ccc3c(c2)CCC(=O)N3)c1	-1.5	-7	-8
O=C(NC1CCN(C(=O)Nc2cccc(Cl)c2)CC1)c1ccco1	-0.7	-2	12
CCOc1ccc2nc(COC(=O)c3cccs3)c(C(=O)c3ccccc3)[n+]([O-])c2c1	-2.7	-1	10
O=C(N/N=C/c1cc(Br)ccc1O)c1ccncc1	1.6	-7	36
O=C(NNC(=S)NC(=O)c1ccccc1[N+](=O)[O-])c1ccccc1[N+](=O)[O-]	-1.7	0	15
CC1(C)SC(=S)N(NC(=O)Nc2cccc3ccccc23)C1N(O)C(=O)Nc1ccccc1 (configuration not stated)	-1.5	0	30
O=C(CN1C(=O)COc2ccccc21)N1CCCC1	0.2	-2	4
COc1cc(S(=O)(=O)N2CCN(Cc3ccc4c(c3)OCO4)CC2)c(C)cc1C	1.2	-24	13
O=C(Nc1cccc(S(=O)(=O)C(F)F)c1)c1ccc(S(=O)(=O)N2CCCCC2)cc1	0.3	-8	21
CCCOc1ccc(C2C(=O)N(C3CCCCC3)CC(=O)N2C2CC2)cc1OC (configuration not stated)	-0.6	-23	14
CC/S(C)=N/S(=O)(=O)c1ccc(C)cc1 (configuration not stated)	2.2	-8	19
Cn1ccnc1-c1ccc(-c2nccn2C)cc1	-4.6	5	9
O=C(/C=C/c1cccc(Br)c1)N1CCN(c2cccc(C(F)(F)F)c2)CC1	-0.6	-34	15
CCC(CC)NC(=O)Nc1ccc(F)c(Cl)c1	-0.5	-9	47
Cc1ccc(CNC(=O)C2CCC(CNc3c(N4CCC(C)CC4)c(=O)c3=O)CC2)cc1 (configuration not stated)	-2.2	-27	5
CCN(CCCNC(=O)CCn1c(=S)[nH]c2cc3c(cc2c1=O)OCO3)c1cccc(C)c1	-3.9	-20	18
CCCC(=O)Nc1nc2c(C)c(Cl)ccc2s1	0.0	-2	27
COc1ccccc1NC(=O)CSc1nnc(C2CCCCC2)n1N	-1.6	-19	7
CCn1cc(-c2cc(C(=O)O)c3ccccc3n2)cn1	0.4	-18	5
CCCCc1nc(N2CCN(C(=O)c3ccco3)CC2)c(C#N)c2c1CCCC2	-1.1	-65	13
CCOC(=O)N1CCN(C/C(Cl)=C/c2ccccc2)CC1	1.3	-10	6
O=C(CCC(=O)Nc1cccc(C(F)(F)F)c1)NCC1CCCO1 (configuration not stated)	0.5	-15	-5
CCCSc1nnc(C(C)C)n1N	-0.1	0	15
COc1ccc(CCNC(=O)c2nnn(-c3cc(C)cc(C)c3)c2N)cc1OC	0.1	-29	14
CCCc1cc(C(=O)O)c2ccccc2n1	-0.4	1	11
Nn1cc(-c2ccccc2)nc1SCC(=O)NC1CCS(=O)(=O)C1 (configuration not stated)	1.9	-28	38
COCCn1c(SCC(=O)NC(=O)Cc2ccccc2)nc2ccccc2c1=O	-0.1	-3	26
Cc1[nH]c2ccccc2c1C(=O)NS(=O)(=O)Nc1ccc(Cl)cc1	-0.7	-7	22
CSc1nsc(SC)c1NC(=O)OCCc1ccccn1	-1.7	-11	12
COc1ccc(N2CCN(c3n[nH]c(N)n3)CC2)cc1	-0.8	-6	23
CC(=O)c1ccc(NC(=O)CSc2nc(C3CC3)nc3ccccc23)cc1	-0.6	-17	11
COc1c(C)cc(C(=O)C2CCCN(C(=O)CCCn3cncn3)C2)cc1C (configuration not stated)	-0.5	-25	11
CC(C)CCNC(=O)CNC(=S)N(Cc1ccccc1)Cc1cccnc1	-1.3	-20	15
COc1ccc(N(CC(=O)N2CCN(c3ccccc3F)CC2)S(=O)(=O)c2c(C)noc2C)cc1	0.9	7	0
N#C/C(=C(/O)c1ccco1)c1nc2ccccc2s1	1.2&9.5	-7&8	22&37
COC(=O)c1[nH]c2cc(OC)ccc2c1NC(=O)CCN1CCCC(C)(C)C1	0.1	-41	20
O=C(Oc1ccc(Br)cc1)c1cncc(Br)c1	-2.3	-8	5
O=C(Nc1ccc2nc3n(c(=O)c2c1)CCCC3)c1ccccc1[N+](=O)[O-]	0.0	-8	52
O=C(COc1ccccc1)Nc1c2c(nn1-c1ccccc1)CS(=O)C2 (configuration not stated)	0.1	-12	17
CCOC(=O)C1(Cc2cccc(Cl)c2)CCCN(C(=O)c2cc(CC)on2)C1 (configuration not stated)	-0.9	-30	44
CC(NC(=O)c1cc([N+](=O)[O-])cc([N+](=O)[O-])c1)C1CC2CCC1C2 (configuration not stated)	0.7	-21	52
Cc1nc([N+](=O)[O-])c(C(=O)OCc2ccccc2)n1C	-0.2	-11	17
Fc1ccccc1CN1CCC(Cc2ccccc2)CC1	-1.3	-10	12
CCC1CCCCN1CCN1C(=O)C2C(C(=O)Nc3cccc(OC)c3)C3C=CC2(O3)C1C(=O)NC1CCCCC1 (configuration not stated)	-1.4	-8	12
CNC(=O)c1nc(C)n(-c2ccc([N+](=O)[O-])cc2)n1	-0.6	1	46
CCO[C@@H]1OC(C(=O)NCc2ccccc2)=C[C@H](c2ccc(C(F)(F)F)cc2)[C@H]1CCCO	0.8	-25	20
CCOC(=O)C1CCN(C(=O)c2cc3c(OC)c(OC)c(OC)cc3[nH]2)CC1	1.2	-28	7
O=C(CSc1ccccn1)Nc1ccccc1F	-0.2	-12	23
CCOC(=O)c1c(NC(=O)Cc2cccs2)sc(C(=O)NC2CCCCC2)c1C	-2.1	-14	5
CCCCc1c(O)nc(SCC(=O)c2ccccc2)[nH]c1=O	-0.2	-2	6
CC(C)(C)c1cc[n+](C2=C([O-])c3ccccc3C(=O)/C2=N\S(=O)(=O)c2ccccc2)cc1	0.4	-22	67*
CCCCNC(=O)C1CCC(=O)N1CCc1ccccc1 (configuration not stated)	1.5	-15	-3
O=C(N/N=C/c1ccccc1[N+](=O)[O-])c1ccc(COc2ccccc2-c2ccccc2)cc1	-2.5	-16	31
O=C(NCCCN1CCCC1=O)c1ccc2c(c1)OCO2	-0.5	-10	-4
CC(=O)Nc1ccc(NC(=S)NC(=O)/C=C/c2ccco2)cc1	3.0	-20	25
CCOC(=O)c1[nH]c2ccc(F)cc2c1NC(=O)CCN1CCSCC1	-0.6	-11	18
COc1cc2c(cc1OC)C(COc1cccc(C(F)(F)F)c1)NCC2 (configuration not stated)	0.5	-23	9
COc1cccc(NC(=O)C(=S)NC2CCCCC2)c1	0.7	-28	30
Continued.
SMILES	STK33 kinase inh	OX1R antag-1	OX1R antag-2
Nn1c(SCC(=O)NC(=O)Nc2ccc3c(c2)OCCO3)nnc1C1CC1	-0.1	-3	17
CCOC(=O)c1cnn(-c2nc(-c3ccccc3F)cs2)c1C(F)(F)F	1.2	5	30
O=C(COc1ccc(S(=O)(=O)N2CCCC2)cc1)NCc1ccco1	7.5	-17	8
COC(=O)C(C)Sc1ccc2nnc(-c3ccc(F)cc3)n2n1 (configuration not stated)	nt	-25	13
O=C(CCN1C(=O)COc2ccccc21)N1CCN(c2ccccn2)CC1	1.2	-11	8
CC(C)CNC(=O)CN1C(=O)NC2(CCc3ccccc32)C1=O (configuration not stated)	-1.1	-12	16
O=C(O)c1cccc(NS(=O)(=O)c2ccc(C3CCCCC3)cc2)c1	1.2	5	7
O=C(N/N=C/c1c[nH]c2ccccc12)c1cccc(O)c1	0.0	-9	3
